CAL PDZ FP-1 – CAL PDZ (human) peptide binding inhibition; 300,000 compounds, 0.92% hits; inhibition, % at 24.9 µM; AID 602252; purified CAL PDZ, TMR-peptide fluorescence polarization, 1 h;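 active = mean inhibition of at least 30% with at least half of replicates also reaching 30%; inconclusive = no clear call, values can overlap the other calls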;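 also: 0% = DMSO neutral control and 100% = excess unlabeled competitor peptide PRC23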
C-LANA FP – blocks KSHV LANA C-terminal domain binding to DNA; 340,000 compounds, 0.078% hits; MBP-C-LANA/FAM-LBS DNA binding, fluorescence polarization; inhibition, % at 9 µM; AID 504423;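 active = highest replicate inhibition at or above 60% at 9 µM, even if other replicates fall short; inactive = all replicates below 60% inhibition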;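 also: 0% = neutral control wells and 100% = 4 µM acridine orange control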
Arrestin-AP2 inh – inhibitors of human beta-arrestin and AP2 interaction | FITC-arrestin peptide / GST-AP2 beads, flow cytometry; AP2 beta2 appendage carries R879A mutation | inhibition, % at 10 µM | 340,000 compounds, 0.31% hits | AID 504490;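 active = inhibition above a set limit, near 3 SD of compounds lacking own fluorescence, cut at about 54% in these data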;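 also: plate controls were DMSO wells for no effect and 5 µM unlabelled arrestin peptide for full effect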
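Material – GST-tagged AP2 beta2-adaptin appendage (R879A) on 4 µm glutathione beads · Probe or stimulus – fluorescein-tagged arrestin peptide at 50 nM final · Timing – 12 min plus 1 h, RT · Detection – bead flow cytometry, FITC channel · Read-out basis – inhibition as reduced fluorescein signal on beads, percent · Medium – PBS plus Tween 20 (0.05%) and BSA (0.1%)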
RTF Ca sens inh – cardiac RTF calcium desensitization | P19429+P45379 | IANBD-labeled cardiac RTF, Ca2+ fluorescence | inhibition, % at 7.15 µM | 340,000 compounds, 0.12% hits | AID 493244;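 active = inhibition above the mean inhibition of all tested compounds plus 3 SD, cut at about 17% in these data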;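 also: assay run at fixed EC70 calcium of 1.6 mM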
V-ATPase pHluor – alters yeast V-ATPase proton transport | S. cerevisiae, pHLuorin cytosolic pH fluorescence | response, % at 10 µM | 350,000 compounds, 0.37% hits | AID 504577; in the data active = response mostly above about 7.3%, no sharp cut-off; inactive = mostly below about 5.4%; also: actives read high; inactives centre near 0; some compounds called inactive have numbers as strong as hits; reference of the scale not given here
NSD2 HMT inh – NSD2 (human) methyltransferase inhibition | NSD2 peptide methylation, AlphaScreen, 120 min | inhibition, % at 12.5 µM | 310,000 compounds, 0.54% hits; in the data active = inhibition above about 50%
Keap1-Nrf2 PPI – disrupts human Keap1 binding to Nrf2 peptide; Q14145; Keap1 Kelch-Nrf2 peptide fluorescence polarization, 1536-well; inhibition, % at 9.4 µM; 340,000 compounds, 0.15% hits; in the data active = inhibition above about 12%; inconclusive = no clear call, values can overlap the other calls; inactive = below about 7.3%;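 also: human Keap1 Kelch domain with fluorescein labeled Nrf2 9mer peptide probe; 0% = neutral control wells and 100% = peptide positive control; higher means more block of Keap1 binding to Nrf2 peptide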
Target sequence (Q14145 whole entry, looked up, the tested form may be a part): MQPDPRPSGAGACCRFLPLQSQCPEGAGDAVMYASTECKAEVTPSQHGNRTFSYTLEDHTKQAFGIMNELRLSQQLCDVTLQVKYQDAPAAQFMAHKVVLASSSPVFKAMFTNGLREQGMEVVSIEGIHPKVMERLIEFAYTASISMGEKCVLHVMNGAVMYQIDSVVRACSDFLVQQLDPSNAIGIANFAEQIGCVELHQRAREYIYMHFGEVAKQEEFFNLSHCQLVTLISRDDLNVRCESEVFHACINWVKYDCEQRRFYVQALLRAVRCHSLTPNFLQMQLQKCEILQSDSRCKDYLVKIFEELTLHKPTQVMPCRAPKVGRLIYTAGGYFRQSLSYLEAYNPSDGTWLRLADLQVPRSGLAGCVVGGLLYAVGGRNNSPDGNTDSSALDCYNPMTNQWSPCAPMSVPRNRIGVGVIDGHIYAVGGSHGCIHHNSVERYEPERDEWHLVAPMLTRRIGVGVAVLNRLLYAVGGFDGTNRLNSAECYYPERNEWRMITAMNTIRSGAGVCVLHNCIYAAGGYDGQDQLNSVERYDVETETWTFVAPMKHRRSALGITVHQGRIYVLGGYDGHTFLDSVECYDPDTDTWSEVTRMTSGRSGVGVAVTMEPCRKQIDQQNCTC
DAGLB inh – blocks human DAGLB lipase activity | HEK293T DAGLB membrane lysate, EnzChek fluorogenic substrate | inhibition, % at 5.17 µM | 340,000 compounds, 0.059% hits; in the data active = inhibition above about 34%;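 also: 0% = enzyme with vehicle and 100% = wells lacking enzyme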
DSG3 Ab inh – blocks pemphigus antibody binding to human desmoglein-3. DSG3-coupled beads, scFv-anti-DSG3-GFP binding, flow cytometry; stronger effect = lower value. binding (percent of control), % at 10 µM. 310,000 compounds, 0.48% hits;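 active = binding more than 3 SD below its plate's average and above zero; inconclusive = below that plate limit but binding exactly zero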; also: some compounds called inactive have numbers as strong as hits
CAL PDZ FP-2 – human CAL PDZ-peptide interaction inhibition; Q9HD26; purified CAL PDZ, TMR-peptide fluorescence polarization, 1 h; inhibition, % at 20 µM; 330,000 compounds, 0.02% hits; AID 504414;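 active = highest replicate inhibition of at least 40%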;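 also: plate controls were DMSO neutral control wells for no effect and unlabeled competitor peptide control wells for full effect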
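System: purified tagged CAL PDZ domain construct (CerCALP). Schedule: 1 h incubation at room temperature before polarization reading. Medium: 25 mM sodium phosphate pH 7.4, 150 mM NaCl, TCEP, IgG, Thesit. Read-out: percent inhibition from loss of millipolarization. Measured by: FP readout, S and P plane fluorescence. Probe or stimulus: fluorescent TMR peptide probe.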
Starred values were filed as active, the others as inactive; u = inconclusive; x = no result given.

SMILES	CAL PDZ FP-1	C-LANA FP	Arrestin-AP2 inh	RTF Ca sens inh	V-ATPase pHluor	NSD2 HMT inh	Keap1-Nrf2 PPI	DAGLB inh	DSG3 Ab inh	CAL PDZ FP-2
COc1ccc(-n2nc3c(c2NC(=O)CC(C)C)CS(=O)C3)cc1 (stereo not given)	0	1.1	10	-8	-3	1	1	-1	95	-2.3
CCCCN(C(=O)CN1C(=O)C2CCCCC2C1=O)c1c(N)n(Cc2ccccc2)c(=O)[nH]c1=O (stereo not given)	-1	-0.2	3	-3	0	-2	2	0	102	-2.3
N#CCCN(C(=S)Nc1ccc(S(=O)(=O)N2CCOCC2)cc1)c1ccccc1F	-3	0.8	6	0	-2	0	0	2	97	-3.4
COc1cccc(NC(=O)CN(c2cccc(OC)c2)S(C)(=O)=O)c1	2	0.1	-21	x	3	5	-3	x	106	0.2
CCOc1ccccc1NC(=O)NC1(C(=O)N2CCOCC2)CCCCC1	1	-1.5	30	5	2	10	3	2	102	-0.5
Cn1cccc1/C=N/n1c(-c2ccc(C(C)(C)C)cc2)n[nH]c1=S	-5	0.0	1	1	3	16	0	2	105	-1.2
CCc1ccc(N2C(=O)c3ccc4c5c(ccc(c35)C2=O)CC4)cc1	-2	1.2	-4	-4	-3	-4	-3	0	73	-1.3
Cc1cc(C)c(C(N)=O)c(SCC(=O)c2ccc(Cl)cc2)n1	0	-2.7	5	-6	-3	-4	3	2	123	-2.8
O=C(NNc1cc(Cl)cc(Cl)c1)C1CCC1	3	-0.8	4	2	-4	-4	-1	-1	x	-1.3
Cc1ccc(S(=O)(=O)N(C)C)cc1NS(=O)(=O)c1ccc(Cl)s1	x	-1.3	-2	-3	-8	-1	u	0	119	-0.9
Cc1cc(N2CCOCC2)nc(-c2ccc(Br)cc2)n1	-2	-0.9	-2	1	5	-1	-1	-5	101	-2.2
Cc1cnc(C(=O)Nc2cc(S(=O)(=O)N3CCOCC3)ccc2N2CCN(C)CC2)cn1	-3	2.6	4	1	-2	-1	-2	3	x	0.3
Cc1cc(C(=O)NNC(=O)Nc2ccccc2)no1	x	-0.6	6	-17	10	1	-2	-5	110	-0.4
COc1ccc(NC(=O)C2C(=O)N(CCO)C3(C)CC2c2ccccc2O3)cc1 (stereo not given)	-1	0.2	0	-1	6	-2	-6	-2	101	0.4
CCOc1ccc(-n2cnnn2)cc1S(=O)(=O)NCc1ccccc1	0	2.9	2	1	-4	-1	-1	1	100	-0.6
C=C(C)C1CC=C(C)/C(=N/NC(=O)C2CC2c2ccccc2)C1 (stereo not given)	-3	0.1	18	-3	2	-1	1	-3	104	-0.6
O=C(NC1CCCCC1)C1CCCN(S(=O)(=O)c2cccc3cccnc23)C1 (stereo not given)	-2	-2.8	23	4	-1	-1	-1	-1	95	-0.8
CCCCNCCCOc1ccc(C)cc1Br	-1	1.1	9	13	-4	19	-6	-3	107	-3.1
COc1ccc2cc(CO)n(C)c2c1	-5	-1.8	28	2	0	x	3	-2	87	0.7
O=C(NCCO)Nc1ccc(Cl)cc1	x	1.1	29	-3	-4	-3	-1	0	101	-1.0
CC12CN3CC(C)(CN(C1)C3c1ccc(Br)cc1O)C2 (stereo not given)	3	0.8	23	-3	-1	x	-2	-3	107	0.3
Cn1c(=O)c2cc3c(nc2n(C)c1=O)CC(c1ccccc1)CC3=O (stereo not given)	-2	-0.1	41	6	-1	-5	1	-2	x	-1.2
O=C(NC1CCCC1)C(c1cccs1)N(C(=O)c1ccco1)c1ccc2c(c1)OCO2 (stereo not given)	-3	-0.3	-2	-1	-1	1	-2	1	79	-0.2
Cc1cc(N)ccc1-n1nc2ccccc2n1	-2	0.0	-6	-5	-3	-1	-5	-1	117	-0.8
O=S(=O)(NCc1ccccc1)NCc1ccc(Cl)cc1Cl	1	-1.2	-6	-8	1	1	-3	-2	100	-0.7

Quoted at random: three compounds from above, in no set order.
SMILES	CAL PDZ FP-1	C-LANA FP	Arrestin-AP2 inh	RTF Ca sens inh	V-ATPase pHluor	NSD2 HMT inh	Keap1-Nrf2 PPI	DAGLB inh	DSG3 Ab inh	CAL PDZ FP-2
COc1ccc2cc(CO)n(C)c2c1	-5	-1.8	28	2	0	x	3	-2	87	0.7
O=S(=O)(NCc1ccccc1)NCc1ccc(Cl)cc1Cl	1	-1.2	-6	-8	1	1	-3	-2	100	-0.7
O=C(NC1CCCC1)C(c1cccs1)N(C(=O)c1ccco1)c1ccc2c(c1)OCO2 (stereo not given)	-3	-0.3	-2	-1	-1	1	-2	1	79	-0.2

(further entries)
SMILES	CAL PDZ FP-1	C-LANA FP	Arrestin-AP2 inh	RTF Ca sens inh	V-ATPase pHluor	NSD2 HMT inh	Keap1-Nrf2 PPI	DAGLB inh	DSG3 Ab inh	CAL PDZ FP-2
O=C(COC(=O)/C=C/c1ccc(F)cc1)Nc1nnc(-c2ccccc2)o1	-4	-0.5	-3	9	0	0	0	2	98	-1.4
COc1ccc(CN2CCC(n3nccc3NC(=O)CCOc3ccccc3)CC2)cc1C	-1	-1.7	-2	-7	-2	3	0	-1	x	-2.8
CC(=O)C1=C(O)C(=O)N(Cc2ccco2)C1c1ccc2c(c1)OCO2 (stereo not given)	-4	1.3	10	-11	-3	x	-1	0	96	-1.8
CC1(C(=O)NCCCN2CCOCC2)Oc2cccnc2NC1=O (stereo not given)	-1	-0.6	13	-3	-7	-4	3	0	109	5.1
COCCn1c(C)cc(C(=O)COC(=O)/C=C/c2cccc(OC)c2)c1C	-6	1.6	1	9	-3	3	-3	1	104	-1.5
COC(=O)c1nn(-c2ccccc2)c(Sc2ccc(Br)cc2)c1/C=N/O	3	1.8	19	-1	-2	1	-2	-3	101	-1.6
O=C(CC1CC2CCC1C2)N1CCN(S(=O)(=O)c2ccccc2F)CC1 (stereo not given)	-2	-1.2	-3	-1	2	-9	-1	-2	102	-1.6
CC(OC(=O)CCOc1ccccc1)C(=O)Nc1ccc(Cl)cn1 (stereo not given)	-3	1.2	2	-3	-4	-5	-1	-7	x	-2.5
CCOc1ccc(C(=O)OCC(=O)N2CC(C)OC(C)C2)cc1OCC (stereo not given)	-5	2.2	0	0	2	-5	-7	-1	100	-1.2
COC(=O)c1c(-n2c(C)cc(C=O)c2C)sc2c1CCCC2	-3	1.1	-9	-81	-2	8	3	8	98	-3.8
NC(=S)N1N=C(c2ccccc2)CC1=O	-4	-11	37	-7	-2	-1	-2	-1	101	0.7
CN1N=C(C(C)(C)C)CSC1=Nc1ccccc1	-7	0.3	6	-11	8	-3	-6	-8	105	-0.5
CCC(c1nnnn1C(C)(C)C)N1CCN(Cc2ccccc2OC)CC1 (stereo not given)	x	-1.2	5	-4	1	0	-4	0	101	-0.5
Cc1nn(Cc2ccccc2)c2c1C(c1ccc(Cl)cc1)C(C#N)=C(N)O2 (stereo not given)	-1	0.7	3	5	3	-1	-4	4	99	-0.8
O=C(N/N=C/c1ccccc1)c1cc(=O)[nH]c2ccccc12	-2	1.2	19	-1	0	-1	-6	2	101	-1.2
Cc1c(C(=O)OCC(=O)Nc2ccc(N3CCOCC3)cc2)oc2ccccc12	0	0.6	-16	-3	0	-1	-2	0	114	-1.4
Cc1ccccc1N1CCN(C(=O)c2ccccc2NC(=O)C2CC=CCC2C(=O)O)CC1 (stereo not given)	-5	1.4	6	0	-2	4	3	4	x	x
CCOc1cc2[nH]c(=S)n(C3CCN(Cc4ccccc4)CC3)c(=O)c2cc1OCC	-5	0.8	-2	6	1	-7	-2	1	97	0.4
COc1cc(CN2CCNC(=O)C2CC(=O)NC2CCC2)cc(OC)c1 (stereo not given)	-1	-1.2	-1	1	3	7	-2	0	96	-1.7
O=S(=O)(c1ccccc1)N1CCC(O)(CN2CCN(c3ccccc3)CC2)CC1	-7	0.6	-15	-3	-1	-7	-7	-2	125	0.8
CS(=O)(=O)N1CCC(C(=O)NCCN2CCN(Cc3ccccc3)CC2)CC1	1	1.5	34	-5	-4	2	-2	-1	110	-2.2
COc1ccc(NS(=O)(=O)c2cc(NC(=O)c3ccc(=O)[nH]n3)ccc2C)cc1	-9	-0.9	-9	3	-2	0	2	0	95	-0.7
CSc1nnc(-c2ccc(NC(N)=S)cc2)o1	2	0.1	6	0	-1	-2	-2	-3	110	-0.9
c1ccc2c(c1)[nH]c1c(N3CCSCC3)ncnc12	7	0.1	21	7	-5	0	-4	-3	x	-0.5
CC(=O)NCC(=O)OCC(=O)c1ccccc1	-2	1.2	3	-1	4	-1	-1	1	102	-0.3
(list continues)
SMILES	CAL PDZ FP-1	C-LANA FP	Arrestin-AP2 inh	RTF Ca sens inh	V-ATPase pHluor	NSD2 HMT inh	Keap1-Nrf2 PPI	DAGLB inh	DSG3 Ab inh	CAL PDZ FP-2
CCOC(=O)/C(C#N)=C(/C)c1ccc(OC)cc1	-2	0.8	18	0	2	2	-2	-3	89	-0.5
COc1cc(C2Nc3ccccc3C(=O)N2NS(C)(=O)=O)ccc1O (stereo not given)	0	-0.9	5	-5	-3	2	1	-1	103	-2.9
COc1ccc(C2NN=C(c3ccc(C)cc3)S2)cc1 (stereo not given)	41*	-0.8	1	-7	0	-4	-11	-6	113	-3.4
COCc1ccc(-c2c(-c3ccsc3)sc3ccccc23)cc1	3	2.2	3	-2	0	x	-2	-13	100	-0.8
Cc1cc(C)c2nc(SCC(=O)NCC3CCCO3)c(C#N)cc2c1 (stereo not given)	-6	0.3	38	3	0	-2	4	-3	101	x
CCOC(=O)C1=C(O)c2ccccc2C(=O)/C1=C\c1ccc(CC)cc1	-2	-4.8	43	-11	-1	x	-8	1	119	0.4
Cc1ccc(NC(=O)COC(=O)CCn2c(C)csc2=O)cc1S(=O)(=O)N1CCOCC1	-2	1.2	-6	-14	11	4	-6	-1	105	-2.2
Cc1cccc(N2CC(C(=O)Nc3nnc(SCc4ccccn4)s3)CC2=O)c1 (stereo not given)	0	-0.8	-14	-1	1	x	-3	5	90	-0.9
Cc1cc(C)c2c(CC(=O)NNC(=O)c3ccccc3)coc2c1	-4	-1.4	-12	-2	-2	9	1	1	106	6.1
Cc1cccc(NC(=S)NNC(=O)c2ccco2)c1	1	-1.5	-5	-7	1	9	1	0	97	x
O=C(O)c1ccccc1C=NNc1ccc([N+](=O)[O-])cn1	0	-0.3	35	-4	-5	0	3	0	x	-0.3
COc1ccc(C(=O)OCC(=O)Nc2ccc3c(c2)OCO3)cc1S(=O)(=O)N1CCOCC1	-1	-3.5	2	-9	4	7	-6	0	104	-1.8
Oc1cc(-c2ccc(N3CCCCC3)nc2)cc2cccnc12	-1	1.8	11	-8	-78	x	-5	11	86	0.8
Cc1ccc(N/N=C/c2c(O)cc(C)oc2=O)cc1	-2	1.6	-10	-8	3	-1	0	1	104	-0.9
Cc1cc(NC(=O)CCCN2C(=O)/C(=C/c3cccs3)SC2=S)no1	11	-0.8	-18	1	-1	-1	-5	-2	16*	-0.2
Cc1c(OCC(=O)N2CCC(C(=O)O)CC2)ccc2c3c(c(=O)oc12)CCCC3	-6	1.3	28	-7	-7	x	0	-4	101	0.3

This is a subset; the hit share may differ from the screen's.
